# Compound activity: PubChem, The Scripps Research Institute Molecular Screening Center
# TAAR1 antagonist = human TAAR1 antagonism; Q96RJ0; AID 624466; CHO RD-HGA16 TAAR1, Fluo-8 calcium fluorescence, antagonist; inhibition, % at 3 µM; actives 1.5% (n = 360,000);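 active means inhibition above a per-plate cutoff, the mean inhibition of test compounds on that plate plus 3 SD, cut at about 49% in these data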;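 further: 0% = DMSO plus EC80 beta-PEA response and 100% = DMSO alone without agonist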
# Target sequence (Q96RJ0 whole entry, looked up): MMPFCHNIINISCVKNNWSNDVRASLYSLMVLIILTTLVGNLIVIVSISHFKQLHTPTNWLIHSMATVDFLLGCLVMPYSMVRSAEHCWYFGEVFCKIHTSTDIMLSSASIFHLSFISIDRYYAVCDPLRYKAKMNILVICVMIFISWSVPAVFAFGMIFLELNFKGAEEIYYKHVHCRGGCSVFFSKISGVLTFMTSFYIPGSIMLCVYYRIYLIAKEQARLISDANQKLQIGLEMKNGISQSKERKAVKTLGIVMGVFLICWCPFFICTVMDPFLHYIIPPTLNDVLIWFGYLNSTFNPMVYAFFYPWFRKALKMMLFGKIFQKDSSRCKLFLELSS
#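 Material: RD-HGA16 CHO cells with stable hTAAR1 and Gα16; Dosing: single nominal final test compound concentration of 3 µM; Schedule: seeding 17-24 h prior, 75-min 37 °C, 30-min RT dye loading; Detection: kinetic Fluo-8 calcium fluorescence measurement; Measure: % inhibition from peak post-agonist over basal fluorescence ratio; Benchmarks: vehicle and agonist controls.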
# M1 ag = activates human CHRM1 receptor | P11229 | CHO-K1 hM1, Fluo-8 calcium fluorescence, agonist mode; 0% DMSO, 100% acetylcholine EC100 | activation, % at 3 µM | actives 0.33% (n = 360,000) | AID 588814;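 active means activation above the run's mean compound activation plus 3 SD, cut at about 16% in these data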;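 further: peak over basal fluorescence ratio within a 140 s kinetic read after compound addition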
# Target sequence (P11229 whole entry, looked up): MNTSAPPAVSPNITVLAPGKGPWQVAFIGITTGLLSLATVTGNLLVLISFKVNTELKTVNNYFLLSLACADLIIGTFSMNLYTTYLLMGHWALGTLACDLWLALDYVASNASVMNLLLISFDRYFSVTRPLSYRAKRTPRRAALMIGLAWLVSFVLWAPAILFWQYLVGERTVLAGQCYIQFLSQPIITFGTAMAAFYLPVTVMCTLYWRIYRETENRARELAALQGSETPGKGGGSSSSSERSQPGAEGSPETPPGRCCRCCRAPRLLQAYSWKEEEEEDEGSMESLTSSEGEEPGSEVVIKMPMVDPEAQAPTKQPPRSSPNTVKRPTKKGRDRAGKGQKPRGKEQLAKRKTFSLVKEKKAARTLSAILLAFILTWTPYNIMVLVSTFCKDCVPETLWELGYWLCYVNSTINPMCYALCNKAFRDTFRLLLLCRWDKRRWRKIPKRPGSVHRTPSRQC
# CHRM1 antagonist = blocks human M1 muscarinic receptor. AID 588852. actives 1.3% (n = 360,000). CHO-K1 hM1, Fluo-8 calcium fluorescence, ACh EC80 antagonist. inhibition, % at 3 µM;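 active means percent inhibition above its own plate's cutoff, namely the mean of that plate's compound wells plus 3 SD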;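 further: peak over basal fluorescence ratio during 140 s after agonist addition; 0% = ACh EC80 plus DMSO and 100% = DMSO alone without agonist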
# M1 PAM parental = nonselective activator or artifact in parental CHO-K1 calcium assay. ATP EC20, Fluo-8 calcium fluorescence; 0% at ATP EC20, 100% at ATP max. activation, % at 3 µM. actives 0.02% (n = 360,000);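 active means activation above the run cutoff, the mean activation of all test compounds plus 3 SD, cut at about 40% in these data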;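 further: peak over basal fluorescence ratio in a 140 s read after ATP addition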
# TAAR1 agonist = human TAAR1 agonism | Q96RJ0 | CHO RD-HGA16 TAAR1, Fluo-8 calcium fluorescence; vehicle wells 0%, saturating PEA agonist 100% | activation, % at 3 µM | actives 0.99% (n = 360,000);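 active means activation above the mean activation of all test compounds in the run plus 3 SD, cut at about 38% in these data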
#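 Assay system – CHO-derived RD-HGA16 cells with stable Gα16 and human TAAR1 · Compound dosing – one-point dosing at 3 µM (nominal) · Incubation – 17-24 h seeding, 75 min 37 °C dye, 30 min RT · Measured by – kinetic Fluo-8 calcium fluorescence · Control set – DMSO vehicle as 0%, PEA at EC100 as 100% · Repeats – single well for each compound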
# CHO-K1 Ca antag = M1 antagonist counterscreen hit in parental CHO-K1 cells; ATP-induced calcium, Fluo-8 fluorescence; inhibition, % at 3 µM; actives 0.6% (n = 360,000);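 active means inhibition above a per-plate cutoff, the plate's mean sample inhibition plus 3 SD, cut at about 24% in these data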;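 further: 0% = DMSO plus EC80 ATP and 100% = DMSO alone without ATP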
# M1 ag parental = counter-screen for M1 agonists: effect in parental CHO-K1 cells; Fluo-8 calcium fluorescence; scaled to maximal ATP response, vehicle zero; activation, % at 3 µM; actives 0.48% (n = 360,000); AID 602248; in the data active means activation above about 15%;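 further: untransfected CHO-K1 host cells lacking M1 receptor as counterscreen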
# CHO parental Ca = counter-screen: ATP calcium response change in parental CHO cells | parental CHO-K1, ATP-induced calcium, Fluo-8 fluorescence | inhibition, % at 5.6 µM | AID 463079 | actives 0.63% (n = 330,000);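 active means inhibition above that plate's mean sample inhibition plus 3 SD, cut at about 26% in these data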;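 further: 0% = ATP-challenged DMSO wells and 100% = DMSO wells without ATP; some compounds past the cut are filed as inactive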
#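 Material – parental CHO cells · Reagent – ATP stimulus · Compound – single nominal dose of 5.6 µM per compound · Detection – Fluo-8 fluorescence · Read-out basis – percent inhibition of calcium signal · Controls – ATP-challenged DMSO wells low, unchallenged DMSO wells high · Repeats – no replicates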
# OXTR potentiate = potentiates the human oxytocin receptor response; activation, % at 3 µM; AID 2445; actives 0.061% (n = 320,000); CHO-OTR cells, Fluo-8 calcium fluorescence, potentiator mode; 0% = oxytocin EC15, 100% = EC100; P30559;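 active means activation above that plate's cutoff, the mean activation of tested compounds plus 3 SD, cut at about 6.6% in these data, passing the limit was not always enough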;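 further: 100% uses oxytocin at 75 nM as the full agonist control; some results filed as inactive read as strong as hits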
#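 Assay system: CHO cell line stably expressing human OTR. Reagent: EC15 oxytocin agonist. Dosing: single dose, 3.0 µM nominal final compound concentration. Timing: compound 6 min at room temperature before oxytocin, 100 s read. Signal: kinetic Fluo-8 calcium fluorescence. Controls: oxytocin EC15 low and EC100 high.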
# Starred values were filed as active, the others as inactive; . = not tested or not shown.
# Labels used below: A = TAAR1 antagonist; B = M1 ag; C = CHRM1 antagonist; D = M1 PAM parental; E = TAAR1 agonist; F = CHO-K1 Ca antag; G = M1 ag parental; H = CHO parental Ca; I = OXTR potentiate
Cn1c(N)c(C#N)c(C#N)c1-c1ccccc1
  A = 1.2; B = -3.5; C = -10.0; D = 12.8; E = 7.0; F = -4.4; G = 0.9; H = 19.4; I = -4.1

COc1ccc(C(=O)NCC(=O)OCC(=O)Nc2cc(OC)ccc2OC)cc1
  A = 0.2; B = -4.9; C = -10.8; D = 19.3; E = 4.0; F = -8.7; G = 0.4; H = 2.6; I = -1.0

O=C(Nc1ccncc1)c1cccc(S(=O)(=O)N2CCN(c3ccc(F)cc3)CC2)c1
  A = 41.6; B = 3.4; C = 0.2; D = -1.1; E = 5.0; F = -6.6; G = 10.0; H = 18.1; I = -6.9

CCOC(=O)C1=C(C)C(c2ccccc2OC)NC(=O)N1 (stereo not drawn)
  A = -2.1; B = -4.8; C = -10.1; D = 19.7; E = 4.1; F = -5.3; G = 0.2; H = -6.4; I = -7.9

[O-]c1c[n+](-c2ccc(-[n+]3cc([O-])on3)cc2)no1
  A = 3.6; B = -7.2; C = -2.5; D = -10.1; E = 0.3; F = 7.2; G = 0.3; H = 0.1; I = 1.1

O=C(/C=C/c1ccco1)NCC1OCCc2ccccc21 (stereo not drawn)
  A = -20.8; B = -0.6; C = -4.5; D = -9.9; E = 2.5; F = 3.5; G = 0.0; H = -6.9; I = -5.6

Cc1ccc(Oc2ncccc2/C=N/O)cc1
  A = -0.8; B = -1.6; C = -19.5; D = 18.3; E = 2.6; F = -2.4; G = 0.7; H = 3.8; I = -9.8

COc1ccc(/C=N\NC(=O)c2sc(N)nc2C)cc1OC
  A = -6.7; B = -0.6; C = 5.4; D = -3.5; E = 3.5; F = 10.2; G = -0.2; H = -7.8; I = 3.5

COc1ccc(S(=O)(=O)N2CCCCC2)cc1NC(=O)CCc1cc(OC)c(OC)c(OC)c1
  A = -4.5; B = -3.9; C = -10.4; D = 11.5; E = 13.1; F = -17.7; G = 0.3; H = .; I = .

COc1ccc(C(c2oc(CO)cc(=O)c2O)c2oc(CO)cc(=O)c2O)cc1OC
  A = -26.4; B = 0.1; C = -0.1; D = 6.3; E = 1.7; F = -18.4; G = 0.3; H = -0.4; I = -20.6

c1ccc(-c2ccc(OCCN3CCOCC3)cc2)cc1
  A = 2.8; B = -6.0; C = -5.8; D = 10.8; E = 5.8; F = -4.2; G = 1.4; H = -8.4; I = -9.1

CC1CN(C(=O)/C=C/c2ccc(SC(F)F)cc2)CC(C)O1 (stereo not drawn)
  A = 12.7; B = -4.5; C = -8.6; D = 8.6; E = 3.2; F = -12.8; G = 7.0; H = -7.0; I = -10.5

CC(C)(C)OC(=O)C1C(=O)CC(C)(O)C(C(=O)OC(C)(C)C)C1c1ccco1 (stereo not drawn)
  A = 19.3; B = -3.5; C = -2.5; D = 0.4; E = 5.0; F = -6.0; G = 1.2; H = -14.8; I = -6.1

Cc1ccc(S(=O)(=O)NCCCC(=O)C=[N+]=[N-])cc1
  A = 1.7; B = -4.0; C = 0.0; D = 7.1; E = 1.9; F = -4.7; G = 0.5; H = -7.4; I = -12.9

CC(OC(=O)CCN=C1NS(=O)(=O)c2ccccc21)C(=O)NCc1ccccc1 (stereo not drawn)
  A = -1.7; B = -2.5; C = -4.7; D = -0.6; E = 3.2; F = -7.7; G = 1.1; H = -12.9; I = -1.9

CCOC(=O)c1cccc(NC(=O)c2ccc(NC(=O)c3ccco3)cc2)c1
  A = 36.4; B = -2.5; C = 0.6; D = -21.5; E = 30.8; F = 16.1; G = 3.5; H = -1.4; I = -10.0

Cc1ccnc(NC(=O)C2CCCN(S(=O)(=O)c3ccc4[nH]c(=O)ccc4c3)C2)c1 (stereo not drawn)
  A = -12.5; B = -2.2; C = -0.4; D = -6.7; E = 4.8; F = -7.9; G = 0.4; H = 1.1; I = -6.7

COc1ccc(CCn2c(C)cc(C(=O)CN3C(=O)C(=O)N(Cc4ccco4)C3=O)c2C)cc1
  A = 16.3; B = -1.4; C = -5.9; D = 15.4; E = 0.7; F = -18.9; G = 0.8; H = -14.9; I = -6.5

CCCOc1ccc(C2C(C(=O)c3ccc(C)o3)=C(O)C(=O)N2CCN2CCOCC2)cc1OC (stereo not drawn)
  A = -4.9; B = -3.1; C = -10.9; D = 15.8; E = 4.1; F = -6.0; G = 0.3; H = -13.9; I = -8.6

CC(=O)N1CCN(CCN2C(C)=CC(=C(C#N)C#N)C=C2C)CC1
  A = -2.7; B = -5.8; C = -17.6; D = 5.9; E = -0.3; F = -15.0; G = 1.6; H = -3.0; I = -7.0

CCn1cc(C(=O)O)c(=O)c2cc(F)c(N3CCN(C(=O)Nc4ccccc4)CC3)cc21
  A = 1.7; B = -5.5; C = 1.0; D = 2.3; E = 10.5; F = -1.1; G = -0.1; H = -9.6; I = 4.3

COc1ccc(C(=O)Nc2ccc(NC(=O)c3cccs3)cn2)cc1
  A = 21.6; B = -4.2; C = 2.4; D = -12.7; E = 3.9; F = -11.9; G = 2.0; H = -11.1; I = -0.4

COc1ccc(-n2nnc3c(=O)n(CC(=O)N4CCCCC4)cnc32)cc1
  A = -9.8; B = -4.2; C = -7.7; D = 5.2; E = -0.2; F = -6.4; G = 0.6; H = 1.9; I = -3.8

N#CCCN(C(=O)COC(=O)CCc1c[nH]c2ccccc12)c1ccc(F)cc1
  A = -11.5; B = 2.0; C = -6.6; D = -5.2; E = 14.0; F = -4.4; G = 3.3; H = -3.2; I = -17.0

CCOC(=O)[C@]12CCC=C1N(Cc1ccco1)C(=O)[C@H](CC(=O)N1CCN(C(=O)C3CC3)CC1)C2
  A = -21.2; B = .; C = .; D = 9.1; E = 2.5; F = -25.7; G = 0.5; H = .; I = .

C=C1CCN([C@@H](Cc2ccccc2)C(=O)N2CCOCC2)S(=O)(=O)c2ccccc21
  A = 7.0; B = -0.7; C = 3.0; D = -11.7; E = 10.2; F = -11.3; G = -0.1; H = -18.0; I = 0.2

CCN(CCO)c1ccc(NC(=S)Nc2cccc(S(=O)(=O)N(C)C)c2)cc1
  A = 0.1; B = -7.6; C = 3.1; D = -10.6; E = 9.3; F = 10.6; G = 0.2; H = -13.7; I = -7.6

NCCc1nnc(SCc2c(F)cccc2Cl)o1
  A = -3.8; B = -8.0; C = 5.5; D = -4.8; E = 2.4; F = -10.6; G = 0.7; H = 4.0; I = -5.2

O=c1c2c(nc3cc(-c4ccc(Cl)cc4)[nH]n13)CCS2
  A = -8.3; B = -3.8; C = -12.4; D = 25.2; E = 1.1; F = -5.9; G = 0.8; H = -1.2; I = 3.3

O=C(c1ccc(NS(=O)(=O)c2ccc3c(c2)OCCO3)cc1)N1CCCCC1
  A = -16.7; B = 2.7; C = 0.0; D = -1.9; E = 2.7; F = -4.9; G = 6.1; H = -4.9; I = -8.1

NC(=O)CN1C(=O)C(=O)N(Cc2ccc(Cl)cc2)C1=O
  A = -18.2; B = -1.0; C = -13.1; D = 9.4; E = 1.4; F = -14.0; G = 1.0; H = -6.8; I = -3.9

Nc1nc(N)c2cc(S(=O)(=O)c3cccc(C(F)(F)F)c3)ccc2n1
  A = 24.2; B = 7.2; C = -0.5; D = -0.3; E = 6.7; F = -7.1; G = 8.7; H = .; I = .

CC(=O)Nc1ccc(S(=O)(=O)NC2(C(F)(F)F)N=C(c3ccccc3)NC2=O)cc1 (stereo not drawn)
  A = 1.3; B = -1.4; C = -13.2; D = 13.3; E = 4.3; F = -3.2; G = 0.4; H = 6.5; I = -0.7

COc1ccc(CCNC(=O)C(=O)NCC2OCCN2S(=O)(=O)c2ccc3c(c2)OCCO3)cc1OC (stereo not drawn)
  A = 4.5; B = 0.8; C = 4.7; D = 2.8; E = 6.1; F = 6.5; G = 9.3; H = -8.2; I = -4.9

Cc1ccc(C)c(NC(=O)CCC(=O)N/N=C/c2ccc3c(c2)OCO3)c1
  A = -2.5; B = -6.4; C = 0.0; D = 15.9; E = 1.4; F = -5.1; G = 5.5; H = -15.1; I = -6.8

C=CCNC(=O)Nc1cc(Cl)ccc1OC
  A = 5.9; B = -5.3; C = 2.8; D = -9.4; E = 6.7; F = 10.7; G = -0.2; H = -1.8; I = -4.1

CCCC1=Nc2cc(C(=O)NCCCN3CCOCC3)ccc2Sc2ccccc21
  A = -17.2; B = -5.0; C = 16.2; D = 16.9; E = 14.0; F = -6.6; G = 2.0; H = -31.4; I = -5.7

COC(=O)Cc1ccc(NC(=S)Nc2ccc(N3CCOCC3)cc2)cc1
  A = 14.1; B = -5.2; C = -2.2; D = 13.1; E = 0.2; F = -14.8; G = 0.1; H = 15.7; I = -9.0

CCc1ccc(NCc2nc3ccccc3c(=O)[nH]2)cc1
  A = 7.1; B = -1.3; C = -8.2; D = 10.0; E = 8.2; F = -15.8; G = 0.2; H = -14.8; I = -9.7

CC(C)CC1NC(=O)N(CC(=O)Nc2ccc(OCc3ccccc3)cc2)C1=O (stereo not drawn)
  A = 6.3; B = 1.7; C = -2.0; D = 18.4; E = 3.4; F = -6.3; G = 4.1; H = .; I = .

COc1cccc(/C=C/C(=O)NNC(=O)c2ccccc2)c1OC
  A = -13.7; B = -1.2; C = -11.9; D = 11.1; E = -0.2; F = -8.1; G = 0.5; H = -2.2; I = 2.1

CCCCC(=O)N1C(C)CCC1C (stereo not drawn)
  A = -28.3; B = 2.9; C = -27.2; D = 15.4; E = 3.5; F = -9.5; G = 1.0; H = .; I = .

CN1CC(=O)N(C)c2nc(Br)n(C)c2C1=O
  A = 3.2; B = -2.5; C = -21.6; D = 20.4; E = 2.4; F = -23.5; G = 0.2; H = -7.8; I = -4.9

Cc1cccc2c(=O)c(-c3ccc4c(c3)OCO4)c(NC(=O)c3ccco3)oc12
  A = -11.8; B = -1.6; C = -5.8; D = 14.7; E = 2.3; F = -16.9; G = 2.4; H = -17.8; I = -3.0

# Part of the list above, with values under each structure.
# Values run as follows: TAAR1 antagonist	M1 ag	CHRM1 antagonist	M1 PAM parental	TAAR1 agonist	CHO-K1 Ca antag	M1 ag parental	CHO parental Ca	OXTR potentiate
CCCOc1ccc(C2C(C(=O)c3ccc(C)o3)=C(O)C(=O)N2CCN2CCOCC2)cc1OC (stereo not drawn)
→ -4.9	-3.1	-10.9	15.8	4.1	-6.0	0.3	-13.9	-8.6
CC(=O)N1CCN(CCN2C(C)=CC(=C(C#N)C#N)C=C2C)CC1
→ -2.7	-5.8	-17.6	5.9	-0.3	-15.0	1.6	-3.0	-7.0
